PG9 binder: PG9 antibody binding by small molecule; TR-FRET gp120-PG9 antibody binding; inhibition, % at 6.7 µM; 0.43% of 360,000 active; AID 624416; in the data active = inhibition above about 8.5%
NPR1 activator: GC-A (human) enzyme activation. activation, % at 10 µM. HEK293 GC-A cells, cGMP TR-FRET, EC30 ANP; 0% at EC30 ANP, 100% saturating ANP. AID 1671463. P16066. 0.14% of 370,000 active; in the data active = activation above about 40%
FXN GAA850 act: frataxin GAA850 promoter activation. HEK293 lucGAA850 FXN promoter luciferase reporter, 24 h; percent of 10 µM SAHA response. activation, % at 6 µM. 0.56% of 360,000 active. AID 540364;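 active = activation above the average of all compounds screened plus 3 SD, cutoff fixed separately per campaign, cut at about 7.5% in these data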;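 note: 0% = DMSO wells and 100% = 10 µM SAHA wells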
SMARCA2 activ: activators of SMARCA2 function; activation, % at 9.1 µM; AID 652017; 1% of 370,000 active; MG213 cells, MMTV-luciferase reporter, dexamethasone, overnight; in the data active = activation above about 7.8%;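 note: 0% = vehicle wells and 100% = reference activator wells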
hcDAF-12 act: activators of H. contortus DAF-12 nuclear receptor; HEK293 hcDAF-12 lit1-tk-luc reporter, luminescence; 0% DMSO, 100% Δ7-dafachronic acid; activation, % at 6.8 µM; 1.4% of 370,000 active;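 active = activation above the mean of all tested compounds plus 3 SD, cut at about 5.5% in these data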;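 note: 100% = response to 3 µM Δ7-dafachronic acid high control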
DAX1 inh-1: DAX1 (NR0B1) inhibition, primary screen. HEK293T StAR-luciferase reporter, SF-1/DAX-1 repression relief. inhibition, % at 6.8 µM. 1.1% of 370,000 active. AID 652010;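 active = inhibition above the mean over all tested compounds plus 3 SD, cut at about 3.6% in these data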;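 note: 0% = DAX-1 cells with DMSO and 100% = cells lacking DAX-1 with DMSO; higher inhibition means more luminescence from relief of DAX-1 repression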
ssDAF-12 act: activates DAF-12 receptor from parasite S. stercoralis; HEK293 ssDAF-12/GRIP1 lit1-tk-luc reporter, luminescence; % of 3 µM dafachronic acid response; activation, % at 6.8 µM; 1% of 370,000 active;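 active = activation above the mean over all tested compounds plus 3 SD, cut at about 0.9% in these data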;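 note: 0% = DMSO-only wells and 100% = 3 µM delta7-dafachronic acid wells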
ADAM17 inh: inhibitors of human ADAM17 | inhibition, % at 6.95 µM | 0.83% of 370,000 active | P78536 | recombinant ADAM17, EDANS/DABCYL FRET peptide cleavage;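 active = inhibition above the mean of compounds lying between control limits plus 3 SD, set per campaign, cut at about 8.5% in these data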;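 note: 0% = DMSO-only wells as the low control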
Target sequence (P78536 215-824 limits assumed): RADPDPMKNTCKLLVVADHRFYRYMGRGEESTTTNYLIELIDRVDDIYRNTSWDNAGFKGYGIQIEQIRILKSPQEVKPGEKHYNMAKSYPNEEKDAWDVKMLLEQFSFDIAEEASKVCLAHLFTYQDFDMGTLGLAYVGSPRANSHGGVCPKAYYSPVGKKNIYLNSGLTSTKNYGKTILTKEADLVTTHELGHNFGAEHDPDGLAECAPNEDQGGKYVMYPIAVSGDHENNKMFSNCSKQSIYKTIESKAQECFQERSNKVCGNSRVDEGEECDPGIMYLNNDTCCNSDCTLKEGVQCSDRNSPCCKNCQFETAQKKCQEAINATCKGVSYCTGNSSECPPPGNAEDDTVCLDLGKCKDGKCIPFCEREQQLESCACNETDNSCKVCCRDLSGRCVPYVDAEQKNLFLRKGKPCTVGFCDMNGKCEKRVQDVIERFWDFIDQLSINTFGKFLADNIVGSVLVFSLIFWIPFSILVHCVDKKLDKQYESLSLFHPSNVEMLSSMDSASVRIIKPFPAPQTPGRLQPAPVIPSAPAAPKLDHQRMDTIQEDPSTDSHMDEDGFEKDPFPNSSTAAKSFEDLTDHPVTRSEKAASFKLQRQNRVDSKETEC
hgDAF12 agonist: hgDAF-12 agonism, primary luciferase screen; HEK293 GAL4-hgDAF12 UAS-luciferase reporter, agonist luminescence; normalized to butyrate control; AID 687014; activation, % at 6.8 µM; 1.8% of 370,000 active;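 active = activation above a cutoff set at the mean of all screened compounds plus 3 SD, cut at about 10% in these data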;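 note: 0% = DMSO wells and 100% = sodium butyrate wells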
ADAM10 inh: ADAM10 inhibition, QFRET primary screen. recombinant ADAM10, EDANS/DABCYL FRET peptide cleavage, 3 h. inhibition, % at 7 µM. 0.62% of 370,000 active;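 active = inhibition above a per-campaign cutoff equal to the mean of compounds falling between control-based bounds plus 3 SD, cut at about 20% in these data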;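 note: 0% = DMSO wells while the 100% control is not disclosed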
DAX1 inh-2: inhibits human nuclear receptor DAX1; HEK293 Gal4-DAX1 luciferase reporter, luminescence; inhibition, % at 6.75 µM; 0.99% of 340,000 active; AID 504766;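 active = inhibition above the mean over all tested compounds plus 3 SD, cut at about 4.2% in these data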;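 note: 0% = DAX1-transfected cells with DMSO and 100% = empty-vector control cells with DMSO; inhibition shows as a rise in luminescence from relieved DAX1 repression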
Target sequence (P51843 207-470 limits assumed): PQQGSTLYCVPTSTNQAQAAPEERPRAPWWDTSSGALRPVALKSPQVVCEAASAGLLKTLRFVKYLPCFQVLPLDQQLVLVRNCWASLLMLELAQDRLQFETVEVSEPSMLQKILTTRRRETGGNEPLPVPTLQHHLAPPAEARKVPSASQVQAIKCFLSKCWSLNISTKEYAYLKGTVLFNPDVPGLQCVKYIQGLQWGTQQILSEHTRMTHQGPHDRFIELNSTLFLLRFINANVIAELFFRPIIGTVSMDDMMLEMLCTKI
Active calls of the source: *; i = inactive; · = not tested or not shown.

structure	PG9 binder	NPR1 activator	FXN GAA850 act	SMARCA2 activ	hcDAF-12 act	DAX1 inh-1	ssDAF-12 act	ADAM17 inh	hgDAF12 agonist	ADAM10 inh	DAX1 inh-2
COc1cccc(CNC(=O)c2nnn(CC(=O)Nc3ccc4c(c3)OCO4)c2N)c1	-0.3	2	-0.2	-3	-0.3	0.5	-0.8	-9	0.1	4	3.2
O=C(C[n+]1ccc2c(c1)nnn2-c1ccccc1)c1ccc(Cl)cc1	1.1	-1	0.8	-4	-0.3	1.1	-0.5	-7	1.4	2	·
Nc1ccccc1N1CCOCC1	-0.6	-1	-0.2	3	-1.2	0.4	-0.8	-2	0.5	-1	-1.0
COc1cc(NC(=O)N2CCNC2=O)cc(C(=O)Nc2cccc(C(F)(F)F)c2)c1	-1.1	-2	-3.4	-2	-1.9	-1.5	-1.5	-1	-1.1	4	-0.8
CCOC(=O)CSc1nnc(-c2ccc(S(=O)(=O)N3CCC(C)CC3)cc2)o1	2.9	-1	1.1	-2	-1.6	-0.4	-1.2	-1	0.1	9	-2.2
COc1c(/C=N/NC(=O)c2ccncc2)c(CCN(C)C(C)=O)cc2c1OCO2	-0.1	-3	-1.1	-3	0.5	-0.3	-1.8	-5	0.0	-7	1.2
CC1(C)C2CCC13CS(=O)(=O)NC3C2 (configuration not stated)	-0.8	-3	0.3	0	1.0	0.3	-1.0	1	0.2	6	1.2
CCOC(=O)Cc1csc(NC(=O)c2cc3c(s2)CCCC3)n1	0.2	-5	2.2	-3	-1.2	0.1	-1.1	-4	5.3	-10	-0.9

structure	PG9 binder	NPR1 activator	FXN GAA850 act	SMARCA2 activ	hcDAF-12 act	DAX1 inh-1	ssDAF-12 act	ADAM17 inh	hgDAF12 agonist	ADAM10 inh	DAX1 inh-2
c1cncc(-c2nc(-c3ccc4c(c3)OCCO4)cs2)c1	-2.7	4	3.9	2	5.8*	1.3	0.3	-5	15*	-11	4.6*
Cc1cccc(N2CCN(S(=O)(=O)c3ccc(S(=O)(=O)N4CCCC4)cc3)CC2)c1C	0.3	-1	-2.1	0	-1.1	-0.3	-1.2	0	1.1	2	1.0
COc1cccc(CNC(=O)c2c[nH]n3c(=O)c(Cl)c(C)nc23)c1	-0.7	1	-1.2	0	-0.6	-0.7	-0.7	-6	-0.6	-21	0.0
Cc1ccc(-n2c(O)c(/C=N/c3ncn[nH]3)c3ccccc3c2=O)cc1	-2.6	3	0.3	1	-1.2	0.0	-0.5	-99	-0.6	-428	-0.1
O=S(=O)(Nc1ccccc1Cl)c1ccc(NS(=O)(=O)c2cccs2)cc1	-1.1	3	0.5	-2	-2.4	-0.5	-0.9	-1	2.7	-2	0.5
O=c1[nH]c2cc3c(cc2cc1CN(Cc1ccc2c(c1)OCO2)Cc1nnnn1CC1CCCO1)OCO3 (configuration not stated)	1.6	-3	2.1	-3	-1.9	-0.3	-1.2	-25	2.3	-90	-0.3
C/C(=N\NC(=O)c1cccc(S(=O)(=O)N2CCCC2)c1)c1ccncc1	-0.5	3	-0.2	1	3.0	0.1	0.1	0	-0.2	0	-0.6
Fc1ccc(/C=C/c2nnc(-c3cccs3)o2)cc1	1.6	-15	3.2	7	3.7	3.7*	0.3	-23	15*	-62	1.9

structure	PG9 binder	NPR1 activator	FXN GAA850 act	SMARCA2 activ	hcDAF-12 act	DAX1 inh-1	ssDAF-12 act	ADAM17 inh	hgDAF12 agonist	ADAM10 inh	DAX1 inh-2
Cc1cc(C)n2nc(SCC(=O)N/N=C/c3cccc(Br)c3)nc2n1	-1.7	4	-0.5	-3	-1.0	-0.6	-0.8	-2	-1.4	-4	-0.6
CC(COc1ccccc1)OC(=O)Nc1ccccc1 (configuration not stated)	-1.4	-1	3.3	3	1.6	0.6	-1.1	0	4.0	4	1.3
Cc1ccc(C)c(OCCC(=O)OCc2csc(CC(=O)Nc3ccccc3C)n2)c1	-0.5	-4	-0.6	-1	-0.8	1.2	-0.9	2	0.1	0	0.0
Cc1cccc(S(=O)(=O)Nc2ccncc2)c1	1.5	1	0.6	-1	-1.3	0.2	-1.1	-2	2.8	1	-1.2
COc1ccc(CC(=O)Nc2oc(-c3ccccc3)c(-c3ccccc3)c2C#N)cc1OC	1.4	10	-1.8	-1	-2.2	-0.7	-1.5	-5	1.0	-5	1.2
CC(C)c1cc(C(=O)Nc2ccc3c(c2)OCO3)no1	-0.3	4	2.2	8.0*	12*	6.4*	2.0*	-2	8.4	-14	1.5
O=C(CN1C(=O)c2ccccc2C1=O)OCC(=O)N1CCc2ccccc2C1	0.0	-1	-0.8	1	0.3	-0.2	-0.9	-3	1.3	-4	0.7
OC(COC(c1ccccc1)c1ccccc1)CN1CCN(c2ccccn2)CC1 (configuration not stated)	-0.5	-1	0.8	-3	1.9	-0.3	-1.2	-2	-4.3	1	-1.3

structure	PG9 binder	NPR1 activator	FXN GAA850 act	SMARCA2 activ	hcDAF-12 act	DAX1 inh-1	ssDAF-12 act	ADAM17 inh	hgDAF12 agonist	ADAM10 inh	DAX1 inh-2
CCN(C(=O)c1ccc(Br)o1)C1CCS(=O)(=O)C1 (configuration not stated)	-0.1	5	-0.2	2	1.2	0.4	-0.9	0	1.2	-5	0.5
Cc1ccc(-c2nc3ccccc3s2)cc1NC(=O)c1ccc2c(c1)OCO2	0.8	11	1.6	-2	-1.6	-0.1	-0.5	-1	-1.8	5	0.0
CC1CCCC(C)N1C(=O)CN1C(=O)C(C)(C)Oc2ccc(C(=O)NC3CCCCC3)cc21 (configuration not stated)	-3.0	1	-0.3	-2	-2.2	-0.6	-1.5	-2	-0.8	-1	-0.7
COc1ccc(S(=O)(=O)NCC2CCC(C(=O)NCc3cccnc3)CC2)cc1 (configuration not stated)	-0.5	-2	-0.6	-2	-0.5	-0.8	-1.8	-2	1.2	-4	-0.9
CCOC(=O)[C@H]1[C@H]2COc3ccc(Cl)cc3[C@@H]2N2C(=O)CN(Cc3ccc(C)cc3)C(=O)[C@@]12C	-1.1	-4	-4.2	0	-1.7	0.1	-0.6	5	-3.2	12	-1.0
O=C(CN1CCCCC1)Nc1nc(-c2ccc(Cl)cc2)cs1	-2.6	23	1.9	2	-1.9	-0.3	0.2	1	-0.9	11	-0.2
O=C(COc1cccc(C(F)(F)F)c1)N1CCN(c2ccccc2O)CC1	-0.1	0	-0.1	-3	0.4	-0.5	-0.9	-1	-0.8	2	0.6
CC(C)c1ccc(-n2ccnc2SCC(=O)O)cc1	-0.9	2	-2.3	-1	-0.3	0.5	-1.4	-4	3.5	6	-0.3

structure	PG9 binder	NPR1 activator	FXN GAA850 act	SMARCA2 activ	hcDAF-12 act	DAX1 inh-1	ssDAF-12 act	ADAM17 inh	hgDAF12 agonist	ADAM10 inh	DAX1 inh-2
CCOC(=O)C1CCN(C(=O)c2ccc3c(c2)OCO3)CC1	2.5	-5	1.4	-2	-1.6	-0.8	-2.2	-3	-1.9	3	1.0
N=c1oc2cc(O)ccc2cc1C(=O)Nc1ccc(Cl)cc1	-1.0	30	-1.1	3	1.3	0.1	-0.7	-282	4.3	i	2.2
C[C@@H]1CCCCCCCCCCC1=O	-2.8	3	1.2	2	-1.0	0.2	-0.7	-1	0.5	11	0.5
COc1ccc2oc(=O)c(C(=O)Oc3ccc(NC(C)=O)cc3)cc2c1	0.3	-4	1.4	2	4.9	0.3	-1.1	-102	0.3	-307	0.4
Cc1cccc(NC(=O)CSc2nnc(C3CC3)n2CC2CCCO2)c1 (configuration not stated)	-4.0	2	0.3	-2	-0.6	0.2	-0.9	0	-2.5	3	-0.3
Cc1ccc(-c2nc(N)n(S(C)(=O)=O)n2)cc1	-0.6	4	-0.7	-2	0.2	0.0	-0.5	3	3.7	5	0.6
Cc1cc(C)c(C(=O)Nc2ccc(C)c(C)c2)c(CC(C)(C)C(=O)O)c1	-2.7	0	-0.1	4	-1.1	-0.3	-0.5	-2	-2.2	3	1.3
Cc1ccc(OC/C(O)=C(\C#N)c2nc3ccccc3s2)cc1	-3.1	1	0.9	0	1.4	0.4	-1.3	1	-0.9	15	1.0

structure	PG9 binder	NPR1 activator	FXN GAA850 act	SMARCA2 activ	hcDAF-12 act	DAX1 inh-1	ssDAF-12 act	ADAM17 inh	hgDAF12 agonist	ADAM10 inh	DAX1 inh-2
COc1ccc(-c2csc(/N=C/N(C)C)n2)cc1OC	-4.2	1	6.1	-1	-1.9	0.0	-1.2	2	2.0	2	1.8
O=C(NCCN1CCCC1)C1CCC(=O)N(CCCN2CCOCC2)C1 (configuration not stated)	-3.5	1	-0.4	-2	-1.6	-0.5	-0.7	5	0.9	-2	1.3
C=CCN1C(c2ccc(Br)cc2)=CS/C1=C(\C#N)c1nnc(N2CCOCC2)n1-c1ccccc1	-1.1	-2	0.9	-2	2.1	-0.6	-0.5	0	-1.5	-7	0.9
CNC(=O)CSc1nnc(SCCC(=O)O)s1	-1.5	-1	0.1	-1	-0.9	0.1	-1.3	0	1.7	3	0.6
O=C(Nc1ccc(Cl)c([N+](=O)[O-])c1)c1ccc2c(c1)OCCO2	-0.4	-4	5.4	2	3.0	3.0	-1.4	3	7.2	3	0.1
Cc1cccn2c(=O)c(C=C(C#N)C#N)c(N3CCN(C)CC3)nc12	-1.3	4	4.2	-1	-0.5	-0.2	-0.7	-17	-0.6	-37	-1.2
CN(CC(=O)NCc1ccccc1)S(=O)(=O)c1ccc2c(c1)CCC(=O)N2	-0.7	2	3.2	0	-0.8	1.0	-1.0	1	3.9	-4	0.1
CCCc1c(O)nc(SC2CC(=O)N(c3ccc(OC)cc3)C2=O)[nH]c1=O (configuration not stated)	-1.0	0	-1.6	2	-1.4	-0.3	-1.1	-1	-0.1	4	-1.0

structure	PG9 binder	NPR1 activator	FXN GAA850 act	SMARCA2 activ	hcDAF-12 act	DAX1 inh-1	ssDAF-12 act	ADAM17 inh	hgDAF12 agonist	ADAM10 inh	DAX1 inh-2
O=S(=O)(N/N=C/c1cn(Cc2ccccc2)c2ccccc12)c1ccccc1	-1.1	-4	-0.6	5	-1.2	-0.1	-1.3	9.6*	1.9	24*	0.5
Cc1ccc(-c2cc3c(n2-c2ccc(C(=O)O)cc2)CCCC3=O)cc1	0.9	-5	3.5	-1	-0.6	-0.4	-0.9	-1	1.2	-8	-0.4
CCCN1C2CCCC1CC(NC(=S)Nc1cc(C)cc(C)c1)C2 (configuration not stated)	-0.4	-4	-0.4	0	-0.2	0.4	-0.8	-5	-0.5	-2	0.3
CC(C)Oc1cccc(C(=O)C2CCCN(C(=O)c3csnn3)C2)c1 (configuration not stated)	0.3	1	0.2	2	-1.4	-0.1	-1.4	0	-3.8	7	-1.5
COc1ccc(CCN(C)CCC(=O)Nc2cc(C)ccc2C)cc1OC	0.5	-3	3.6	-1	-1.1	-0.6	-1.4	-4	-0.9	-4	0.5
O=C(COc1ccccc1C(=O)O)NC1CCCc2ccccc21 (configuration not stated)	-1.2	-2	-1.7	-1	-0.8	0.9	-0.6	-2	5.1	5	-0.2
Nc1nc(SCC(=O)NCCCN2CCOCC2)nc2sc3c(c12)CCC3	-2.3	-1	0.9	4	1.3	0.0	-1.8	-3	1.2	-5	3.8
CC(C)CCNC(=O)c1cn(C)c2ccc(S(=O)(=O)N3CCCC3)cc2c1=O	-1.4	0	1.1	-2	-0.3	-0.5	-0.8	-1	1.0	-1	0.3

Bioassay records: PubChem BioAssay, several laboratories
